# Bioassay records deposited in PubChem BioAssay by National Center for Advancing Translational Sciences (NCATS).
# TDP1 block: qHTS Assay for Inhibitors of Tyrosyl-DNA Phosphodiesterase (TDP1) | Tyrosyl-DNA phosphodiesterase 1 (Homo sapiens), Q9NUW8 | recombinant TDP1, AlphaScreen DNA substrate cleavage | Potency, µM (titrated, usually from 130 µM), inactives show top-dose activity change, negative = inhibition, hits mostly inhibitors | 350,000 compounds, 0.28% hits | AID 485290, 2010; note: nearly all actives have a fitted effect of over 40% in size
# Target sequence (Q9NUW8 whole entry, looked up): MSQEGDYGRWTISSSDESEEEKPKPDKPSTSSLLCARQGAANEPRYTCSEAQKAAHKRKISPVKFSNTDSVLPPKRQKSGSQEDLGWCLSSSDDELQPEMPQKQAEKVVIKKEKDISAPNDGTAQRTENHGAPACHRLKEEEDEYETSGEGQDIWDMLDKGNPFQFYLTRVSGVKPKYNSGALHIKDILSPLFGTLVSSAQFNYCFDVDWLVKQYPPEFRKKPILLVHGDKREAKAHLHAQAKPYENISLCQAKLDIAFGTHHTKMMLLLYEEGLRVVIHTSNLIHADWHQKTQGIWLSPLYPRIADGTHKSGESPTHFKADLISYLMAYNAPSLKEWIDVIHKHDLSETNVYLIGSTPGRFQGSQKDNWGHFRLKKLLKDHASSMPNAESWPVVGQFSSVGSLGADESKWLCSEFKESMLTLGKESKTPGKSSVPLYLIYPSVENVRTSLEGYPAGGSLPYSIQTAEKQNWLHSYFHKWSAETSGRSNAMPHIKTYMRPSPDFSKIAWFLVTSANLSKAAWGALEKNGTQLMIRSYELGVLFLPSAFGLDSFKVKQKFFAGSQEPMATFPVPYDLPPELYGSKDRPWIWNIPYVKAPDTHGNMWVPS
#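 Here, a 5' biotin and 3' phosphotyrosine-FITC DNA oligonucleotide reports Tdp1 activity: intact substrate bridges AlphaScreen beads, while cleavage leaves a 3' phosphate and drops signal. All incubations at room temperature.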
# DT40 TDP1 no CPT: qHTS for Inhibitors of human tyrosyl-DNA phosphodiesterase 1 (TDP1): qHTS in cells in absence of CPT; AID 686978, 2013; Potency, µM (highest dose often 46.2 µM), inactives show at the top dose activity change, negative = growth inhibition, actives largely listed as inhibitors; 420,000 compounds, 15% hits; DT40 Tdp1-/- hTDP1 cells, no CPT, ATP luminescence, 48 h; note: nearly all actives have a fitted effect of over 55% in size
#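 Seeded 400 DT40-hTDP1 cells/well (vehicle DMSO, no 20 nM CPT); pinned compounds; ≥48 hr at 37 °C; CellTiter-Glo luminescence as viability measure.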
# TDP1 cell CPT: qHTS for Inhibitors of human tyrosyl-DNA phosphodiesterase 1 (TDP1): qHTS in cells in presence of CPT | chicken DT40 Tdp1-/-;hTDP1 cells + 20 nM CPT, ATP luminescence, 48 h | Potency, µM (highest dose often 46.2 µM), inactives show at the highest dose activity change, negative = growth inhibition, most hits filed as inhibitors | 420,000 compounds, 12% hits | AID 686979, 2013; note: nearly all actives have a fitted effect of over 55% in size
#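 Chicken DT40 Tdp1-/- cells stably complemented with human TDP1 were seeded at 400 cells/well in medium containing 20 nM camptothecin, exposed to pin-transferred compounds, and grown at 37 °C for at least 48 hr. Viability was read as ATP luminescence.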
# The depositor's hits bear a star; ? = inconclusive; nt = not tested or not shown; [ ] = remark or other dose. Calls come from the whole dose curve; as a rule, active = well fitted curve in the direction sought with a large enough effect; inconclusive = small, poorly fitted or top-dose-only effect, or another doubt; inactive = no such curve, though single readings can be large; an effect the other way counts as inactive or inconclusive. % is set by controls: 0 for no effect and ±100 for the full control effect; potency is the fitted concentration of half-maximal effect.
# Below each SMILES – TDP1 block, TDP1 cell CPT, DT40 TDP1 no CPT
- C=CCN(Cc1nc(-c2cc(OC)ccc2OC)oc1C)C1CCS(=O)(=O)C1 (stereo not given)
  3%, 3%, -10%
- O=C(O)c1cc(S(=O)(=O)N2CCCCC2)ccc1N1CCCCC1
  1%, -6%, 30%
- Clc1cccc(NCc2nnc(SCc3ccccc3Cl)o2)c1
  1%, -8%, ?
- O=C(N/N=C/c1cn(-c2ccccc2)nc1-c1cc2ccccc2o1)c1ccncc1
  3%, 26µM*, 18µM*
- O=C(CSc1nc2ccsc2c(=O)n1Cc1ccc(C(=O)O)cc1)NCc1ccco1
  nt, -2%, 4%
- O=C(CCCn1cc([N+](=O)[O-])cn1)Nc1ccc2c(c1)OCO2
  5%[0.0935 µM], -16%, -17%
- CCCCN(C(=O)c1ccc(-c2ccc([N+](=O)[O-])cc2)o1)c1c(N)n(CC(C)C)c(=O)[nH]c1=O
  -2%, ?, -21%
- NC(=O)COC(=O)c1c2c(nc3ccccc13)CCCCC2
  3%, -5%, 0%
- Cc1cccc(OCCCn2c(CO)nc3ccccc32)c1
  nt, ?, -14%
- COc1ccc([N+](=O)[O-])cc1NC(=O)c1ccc(-n2nc(C)cc2C)cc1
  0%, 8%, -28%
- COc1ccc(Oc2nc(-c3ccccn3)nc3ccccc23)cc1
  11%, 3.3µM*, 4.1µM*
- COc1cc2nc(N3CCCN(C)CC3)nc(NC3CCN(C)CC3)c2cc1OC
  nt, 13µM*, 18µM*
- Cc1ccc(S(=O)(=O)Nc2ccccc2C(=O)N2CCCCC2)cc1
  4%, -18%, 2%
- Cc1cc(=O)oc2cc(OCC(=O)Nc3ccc(O)c(C(=O)O)c3)ccc12
  nt, 5%, 3%
- O=C(CSc1nccn1Cc1ccc2c(c1)OCO2)Nc1ccccc1F
  7%, 1%, -21%
- Cc1cc(C(F)F)n2ncc(C(=O)NCc3ccc(F)cc3)c2n1
  -3%, -5%, -24%
- Cc1ccc(C)c(N2CCN(C(=O)c3ccc4[nH]c(C)c(C)c4c3)CC2)c1
  11%, 12µM*, 12µM*
- CNc1ccc(-c2nc(-c3ccccn3)no2)cc1[N+](=O)[O-]
  6%, -11%, -17%
- COc1ccc(CC(=O)N(Cc2ccccc2)c2ccc(C)cc2)cc1OC
  3%, ?, ?
- COC(=O)CCCC(=O)Nc1ccc(Br)cc1
  -3%, -5%, -21%

# Brought forward from above: two entries; new compounds follow.
# Below each SMILES – TDP1 block, TDP1 cell CPT, DT40 TDP1 no CPT
- COc1ccc(CC(=O)N(Cc2ccccc2)c2ccc(C)cc2)cc1OC
  3%, ?, ?
- COC(=O)CCCC(=O)Nc1ccc(Br)cc1
  -3%, -5%, -21%
- CC(C)OCC1CC(CC(=O)Nc2ccc([N+](=O)[O-])cc2)C(=O)O1 (stereo not given)
  -4%, 2%, -8%
- CC(C)=C1SC(N2CCN(c3ccc(C)cc3)CC2)=NC1=O
  3%, ?, ?
- Cc1ccc(-c2nn3c(C)nnc3s2)cc1NC(=O)COc1ccc(Cl)cc1
  -1%, ?, ?
- O=C(O)Cn1c(CCS(=O)(=O)c2ccc(Br)cc2)nc2ccccc21
  -1%, 14%, 4%
- CCOC(=O)C1CCN(C(=O)Cc2c(F)cccc2Cl)CC1
  8%, 0%, -2%
- CSC(=S)N/N=C(\C)c1ccccc1
  8%, 3.3µM*, ?
- CCC1(CC)Cc2ccccc2C(Nc2c(C)n(C)n(-c3ccccc3)c2=O)=N1
  4%, -18%, -2%
- O=C(NCCc1cccs1)Nc1nnc([C@H]2C[C@H](O)[C@@H](CO)O2)s1
  nt, -12%, -1%
- Cc1ccc(C)c(NS(=O)(=O)c2ccc(-c3cnc(C4CC4)o3)cc2)c1
  3%, 0.0058µM*, 0.0052µM*
- Cn1c(=O)c(Oc2cc(Cl)cc(Cl)c2)nc2ccccc21
  -3%, -8%, -10%
- CC(C)(C)c1ccc(O)c(/C=N\O)c1
  5%, -11%, -13%
- CCOc1cccc(N2C(=O)CC(N3CCN(c4ccc(S(=O)(=O)CC)cc4)CC3)C2=O)c1 (stereo not given)
  3%, -1%, -4%
- O=C(Nc1nc2ccccc2c(=O)s1)c1ccc(F)cc1Cl
  nt, ?, -4%
- O=C(CCCCn1c(=O)c2ccccc2n(Cc2ccc(F)cc2Cl)c1=O)NCCc1ccc(Cl)cc1
  1%, ?, ?
- COc1cc2c(cc1OC)C(c1oc(-c3ccc(-c4cc(Cl)ccc4Cl)o3)cc1C)=NCC2
  nt, 1µM*, 0.35µM*
- c1ccc(CCN2CN(CCCN3CCOCC3)c3nc4ccccc4n3C2)cc1
  6%, ?, ?
- CC(CCc1ccccc1)NC(=O)CCC1CCCC1 (stereo not given)
  nt, 6%, -21%
- COC(=O)c1ccc(CN2CCC3(CCC(CNC(=O)c4ccccc4)O3)CC2)cc1 (stereo not given)
  nt, -1%[9.04 µM], -25%
- CC1=C/C(=N\S(=O)(=O)c2ccccc2)C(C(C)C)=CC1=O
  1%, ?, ?
- CC(=O)NC(Cc1ccccc1)C(=O)N1CCN(C(=O)c2cccs2)CC1 (stereo not given)
  2%, -10%, -8%

# More results.
# Below each SMILES – TDP1 block, TDP1 cell CPT, DT40 TDP1 no CPT
- C=CCCCCCCCCCCCC(O)CC(O)COC(C)=O (stereo not given)
  -6%[56.1 µM], -26%, -12%
- O=c1cc(CO)occ1OCc1c(F)cccc1Cl
  5%, 0%, -1%
- NS(=O)(=O)c1cccc(C(=O)N2CCCc3ccccc32)c1
  nt, -4%, -21%
- CC1=C(C(=O)N(C)C)CC(CC(=O)NCCN2CCOCC2)C(=O)N1CCCN1CCCC1=O (stereo not given)
  nt, ?, -7%
- COc1ccc(C(=O)Nc2ccc3ncccc3c2)cc1
  nt, 5.8µM*, ?
- O=C(NCc1nc2ccccc2[nH]1)c1cccc(S(=O)(=O)N2CCCC2)c1
  3%, 1%, 8%
- CCn1ncc([N+](=O)[O-])c1C(=O)Nc1nc2cccc(C)c2s1
  10%, -12%, -24%
- O=C(Nc1ccc2nc(-c3ccc4nc[nH]c4c3)[nH]c2c1)c1cccs1
  -9%, -25%, ?
- Cc1cccc(C)c1NC(=O)c1ccc(N2CCCC2=O)cc1
  0%, 0%, 11%
- CCOc1ccc2[nH]c(=O)c(CN(CC3COCCO3)C(=O)C3CC3)cc2c1 (stereo not given)
  2%, -22%, -9%
- CC1CCCC(C)N1C(=O)/C=C/c1ccc(S(=O)(=O)N2CCOCC2)cc1 (stereo not given)
  -6%, ?, ?
- CC(C(=O)NC1CCCC1)N1CCN(S(=O)(=O)c2ccccc2Cl)CC1 (stereo not given)
  1%, ?, ?
- Cc1ccccc1N=Cc1cccc(O)c1O
  8%, ?, 10µM*
- CCCCOC(=O)c1ccc(NC(=O)c2cc(Cl)c(Cl)cc2C(=O)O)cc1
  6%, 11%, 8%
- O=C(Nc1ccccc1C(=O)NCc1ccco1)c1ccccc1
  5%, -24%, -23%
- CCOc1cc(C(c2c(C)[nH][nH]c2=O)c2c(C)[nH][nH]c2=O)ccc1OS(=O)(=O)c1ccc(C)cc1
  14%, -4%, -9%
- COc1ccc2c(c1)/C(=N/OC(=O)c1cccs1)CCC2
  -1%, 7%, 7%
- CC(=O)OC(COc1ccccc1)Cn1cnc2ccccc21 (stereo not given)
  -2%, -4%, 1%
- Fc1ccc(OCCCCN2CCOCC2)cc1
  4%, 1%, 3%
- Cc1ccc(NS(=O)(=O)c2cc(C(=O)N3CCc4ccccc4C3)ccc2Cl)cc1
  2%, ?, ?

# The list continues:
# Below each SMILES – TDP1 block, TDP1 cell CPT, DT40 TDP1 no CPT
- CC1(c2nnc(-c3ccc(Cl)cc3)o2)CC(c2cccc(Cl)c2)=NO1 (stereo not given)
  -1%, 1%, 3%
- CCc1ccc(NC(=O)COC(=O)CCc2nc3cc(S(=O)(=O)N(CC)CC)ccc3n2C)cc1
  -3%, 1%, -7%
- COc1ccc(N2CCN(C(=O)c3cc(N4C(=O)C5C6CCC(C6)C5C4=O)ccc3Cl)CC2)cc1 (stereo not given)
  5%, -21%, ?
- C=CCc1cccc2cc(C(=O)OCC)c(=O)oc12
  -3%, 1%, -20%
- O=C(Nc1ccccc1F)C1CCN(C(=O)NCc2ccccc2)CC1
  4%, -10%, -19%
- Cc1ccc(Cc2nc3ccccc3nc2SCC(=O)N2CCN(c3ccccc3)CC2)cc1
  5%, -16%, -24%
- CC(=O)NC(CC(=O)OCC(=O)N1CCc2ccccc21)c1ccccc1 (stereo not given)
  nt, 10%, 9%
- COc1ccc(Cl)cc1N1C(=NC(=O)C2CCCO2)SC2CS(=O)(=O)CC21 (stereo not given)
  3%, 0%, 9%
- COc1ccc(C(c2nnnn2Cc2ccccc2)N2CCN(c3nc4ccccc4s3)CC2)cc1 (stereo not given)
  7%, ?, ?
- COc1ccccc1CNC(=O)COC(=O)CNS(=O)(=O)c1ccc(C)cc1
  8%, 1%, 1%
- Cn1ccnc1SCC(=O)c1ccc2ccccc2c1
  2%, -1%, -11%
- C[C@H](CO)N1C[C@H](C)[C@@H](CN(C)C(=O)Nc2ccc(C(F)(F)F)cc2)Oc2c(NC(=O)Nc3ccccc3)cccc2C1=O
  3%, ?, ?
- Cc1ncc([N+](=O)[O-])n1CC(=O)Nc1ccc2c(c1)OCO2
  0%, 5%, 13%
- CN1CCN(Cc2nnc(-c3ccccc3)o2)CC1
  nt, 3%, 2%
- CC(=O)C1(C)N(O)C(C)(C)C(c2cccs2)=[N+]1[O-] (stereo not given)
  0%, 1%, 1%
- OC(COCc1ccc2c(c1)OCO2)CN1CCN(Cc2ccccc2)CC1 (stereo not given)
  6%, -6%, -16%
- COC(=O)c1ccc2c(c1)S(=O)(=O)NC2C (stereo not given)
  nt, 8%, 4%
- Cc1ccc(SCC(=O)OCC(=O)N(CC(C)C)C2CCS(=O)(=O)C2)cc1C (stereo not given)
  0%, -26%, -25%
- CC1=C(C(=O)OCCOc2ccccc2)C(c2ccsc2)NC(=O)N1C (stereo not given)
  8%, ?, 21µM*
- O=C(NNc1c2ccccc2nc2ccccc12)c1ccccc1O
  8%, ?, 21µM*

# Single entries from the list.
# OC(COCc1ccc2c(c1)OCO2)CN1CCN(Cc2ccccc2)CC1 (stereo not given) in TDP1 cell CPT is entered as -6%
# COC(=O)c1ccc2c(c1)S(=O)(=O)NC2C (stereo not given) in TDP1 cell CPT is entered as 8%
# COc1ccc(Cl)cc1N1C(=NC(=O)C2CCCO2)SC2CS(=O)(=O)CC21 (stereo not given) in TDP1 cell CPT is entered as 0%
# O=C(NNc1c2ccccc2nc2ccccc12)c1ccccc1O in TDP1 block is entered as 8%

# Next records follow:
# Below each SMILES – TDP1 block, TDP1 cell CPT, DT40 TDP1 no CPT
- N#C/C(=C\c1ccc(N2CCOCC2)o1)C(=O)Nc1ccc(O)cc1
  6%, ?, 29µM*
- COc1ccc(OCc2nnc(SCC(=O)N3CCCC3)o2)cc1
  -18%, 14%, 2%
- O=C(COC(=O)COc1ccc(Cl)cc1)NCCCc1ccccc1
  -2%, -1%, ?
- COc1ccc(CNC(=O)C2CC(c3cc(C(F)(F)F)cc(C(F)(F)F)c3)=NO2)cc1 (stereo not given)
  2%, 3.3µM*, 4.6µM*
- O=C(NC(=S)N1CCc2ccccc21)c1ccco1
  7%, 21%, ?
- Cc1cccc(NC(=O)CN2C(=O)C3CC=CCC3C2=O)c1C (stereo not given)
  nt, 2%, 3%
- Cc1ccc(C)c(NS(=O)(=O)c2c(C)[nH]c(C)c2C(=O)N2CCCCC2)c1
  7%, -5%, -1%
- CCSc1nc2c(c(=O)[nH]c(=O)n2C)n1CC(O)COc1ccccc1C (stereo not given)
  5%, 15µM*, ?
- COC(=O)CN(c1ccc(OC)c(OC)c1)S(C)(=O)=O
  4%, 1%, 1%
- Cc1cc(C)n(/C(=C\N(C)C)C(=O)c2cccc([N+](=O)[O-])c2)n1
  nt, 1%, 3%
- CCCOc1ccc(N2C(=O)CC(N3CCN(CCN=CC4=C(O)CC(C)(C)CC4=O)CC3)C2=O)cc1 (stereo not given)
  -5%, 12%, 3%
- COc1ccc2sc(/C=C/c3ccccc3O)[n+](C)c2c1
  9%, 23µM*, 15µM*
- Cc1ccc(OCCNc2ccc(S(=O)(=O)N3CCCC3)cn2)cc1
  -3%, -8%, ?
- Cc1nn(-c2ncccn2)c2c1C(=O)CC(C)(C)C2Br (stereo not given)
  nt, 21µM*, 21µM*
- CCCN1CCN(C(=O)CCS(=O)(=O)c2cc3c(cc2Cl)NC(=O)CO3)CC1
  nt, -2%, -3%
- Cn1cc(S(=O)(=O)N2CCCCC2)cc1C(=O)N1CCN(c2ccc(F)cc2)CC1
  4%, ?, ?
- CN1CCCN(Cc2ccccc2C(F)(F)F)CC1
  -13%, -13%, ?

# Rows were taken by chance. About 18% of those tested had a hit in this group.
